ERp5 inh – ERp5 (human) disulfide isomerase inhibition; ERp5 insulin aggregation, absorbance 650 nm, 90 min; inhibition, % at 9.99 µM; hit rate 0.05% among 350,000;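 active = mean replicate inhibition above about 25%, with every replicate also reaching it, limit read from the data, passing the limit was not always enough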
GSIS activator – GLuc luminescence reporter in INS-1E cells, primary screen for activators of glucose-dependent secretion of insulin | INS-1E GLuc reporter insulin secretion, 2-3 h | activation, % at 16.6 µM | hit rate 0.61% among 370,000;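 active = lowest replicate activation of at least 40%, so every replicate reaches that level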;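 also: 0% = median of neutral control wells and 100% = median of IBMX positive control wells; some compounds called inactive have numbers as strong as hits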
PAX8 reporter – PAX8 transcriptional activity inhibition | inhibition, % at 12.6 µM | hit rate 1.2% among 360,000 | RMG-I TPO-luciferase reporter, SteadyGlo, 24 h;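 active = mean replicate inhibition at least 60% with every replicate also reaching 60%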;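 also: luciferase light reporting Pax8 driven TPO promoter activity; plate controls were median of neutral control wells for no effect and mitoxantrone controls for full effect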
F508del corr – CFTR F508del correction in bronchial cells. hit rate 0.36% among 350,000. activity (quench increase), % at 7.58 µM. CFBE cells, YFP halide quenching; stimulated with forskolin plus potentiator P3; % fluorescence drop versus neutral controls;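 active = mean added fluorescence quench of at least 8% versus neutral control, with both replicates also reaching 8%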;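 also: cells transiently co-express mutant CFTR-F508del with the halide-sensitive YFP; corrector assay measuring rescue of mutant channel to the surface after 24 h compound exposure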
DENV2 CPE rescue – protects cells from dengue virus 2 cytopathic effect; CPE inhibition, % at 9.99 µM; hit rate 1.7% among 350,000; DENV2-infected cells, cytopathic effect rescue, plate reader; in the data active = CPE inhibition above about 20%, passing the limit was not always enough; tested in BHK-21 cells;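 also: 0% = median of neutral control wells and 100% = median of positive control wells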
Xi reactivation – activators of X-chromosome reactivation in mouse fibroblasts; XiGFP mouse fibroblasts, % GFP-positive cells imaging, 3 d; cells co-treated with 5-aza-dC sensitizer; scaled so ellipticine positive control = 100%; activation, % at 7.58 µM; hit rate 0.055% among 360,000; AID 743238;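 active = mean normalized replicate activation at least 10% and every replicate at or above 10%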;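 also: 0% = median of on-plate neutral control wells and 100% = ellipticine 6 µM median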
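Schedule: 3 d treatment, 15 min room-temperature fixation; system: 68-5-11 XiGFP fibroblast line; buffer or medium: DMEM plus 5-aza-dC sensitizer; control set: ellipticine 6 µM positive control; compound: one concentration, pinned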
EWS-Fli inh – blocks EWS/Fli oncoprotein-driven transcription | A673 NR0B1-luciferase reporter, viability-normalised | inhibition, % at 12.6 µM | hit rate 0.67% among 350,000 | AID 651661;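 active = mean inhibition of at least 50% after viability correction, with every replicate also passing that limit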;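 also: firefly luciferase signal divided by Alamar Blue viability fluorescence both relative to DMSO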
ARNT TACC3 PPI – disruptors of human ARNT/TACC3 interaction. hit rate 0.66% among 390,000. inhibition, % at 9.99 µM. AlphaScreen His-ARNT PAS-B/GST-TACC3 binding, luminescence; TACC3 fragment carries E629A point mutation;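 active = mean inhibition of replicates at least 50% and at least half of replicates each reaching 50%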;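 also: 0% = complete ARNT plus TACC3 wells and 100% = ARNT alone without TACC3; many hits fall short of the cut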
The depositor's hits bear a star; . = not tested or not shown; & = joins results of further samples.

SMILES	ERp5 inh	GSIS activator	PAX8 reporter	F508del corr	DENV2 CPE rescue	Xi reactivation	EWS-Fli inh	ARNT TACC3 PPI
O=C(c1cccnc1)N1C[C@H]2[C@@H](c3ccccc31)[C@H](CO)N2C(=O)Nc1ccccc1	-2	-8	-4	2.3	-2	0.2	-7	-14
O=C(Nc1ccc(N2CCOCC2)cc1)C1CCN(C(=O)OCc2ccccc2)CC1	-2	20	-34	0.4	0	0.4	-2	21
O=C(NCCN1C(=O)S/C(=C\c2ccc(Cl)cc2)C1=O)C1=COCCO1	5	8	3	1.9	12	0.0	-9	-2
Cn1nc(Cc2cccc3ccccc23)c(C#N)c1N	5	1	-7	2.0	-10	0.0	-5	2
COc1ccc(NC(=O)N(C)C[C@H]2Oc3ccc(NC(=O)Cc4ccccc4)cc3C(=O)N([C@H](C)CO)C[C@@H]2C)cc1	0&0	-3&-14	11&1	2.2&-1.3	3&2	0.0&-0.1	-13&-4	2&1
Cc1cc(=O)oc2c(C)c(OCC(=O)N3CCC(C(=O)O)CC3)ccc12	2	8	.	0.1	-6	.	-5	-11
C[C@H]1CN([C@@H](C)CO)C(=O)c2cccc(NC(=O)C3CCOCC3)c2O[C@H]1CN(C)S(=O)(=O)c1cccs1	0	0	.	2.1	3	-1.3	2	-7
CNC[C@H]1Oc2ccc(NC(=O)CCC(F)(F)F)cc2C(=O)N([C@H](C)CO)C[C@@H]1C	1	-13	-1	-2.4	0	0.2	-8	-3
Cc1ccccc1-n1c(O)c(/C=C/C=Nc2ccccc2)c(=O)[nH]c1=O	.	-4	12	.	.	0.1	.	2
CCN(C(=O)CSc1cc(C)c2ccc(OC)cc2n1)C1CCS(=O)(=O)C1 (stereo not drawn)	1	19	29	-1.2	-1	0.1	9	-4
O=C(Nc1ccccc1F)c1ccc2c(c1)OCO2	4	8	-145	1.6	-8	-0.1	-60	-7
COc1ccc(NC(=O)c2ccc(S(=O)(=O)N3CCCCCC3)cc2)c(OC)c1	-6	-21	14	0.9	1	0.1	2	-1
S=c1[nH]nc(C2CC2c2ccc(Cl)cc2)n1-c1ccc(Cl)cc1 (stereo not drawn)	8	-35	7	.	-1	0.2	0	2
O=C(N/C(=C\c1ccc(Cl)cc1)C(=O)N1CCOCC1)c1ccco1	-3	4	-8	-1.5	4	0.0	-4	.
C[C@@H]1CN([C@@H](C)CO)S(=O)(=O)c2ccc(C3=CCCC3)cc2O[C@@H]1CN(C)C(=O)c1ccccn1	1	5	.	0.0	4	-0.6	-2	1
C=Cn1cc[n+](CC(=O)c2ccc(OC)cc2)c1	2	5	23	-3.2	13	0.2	0	-1
CC(=O)c1cc2c(cc1NC(=O)c1ccc(Cl)cc1)OCCO2	-2	4	-3	-5.4	1	0.0	-49	-4
CN(C)c1cccc(C(=O)NNC(=O)/C=C/c2cccs2)c1	-7	10	-2	-1.7	6	0.0	-14	-1
O=C(C[C@H]1CC[C@@H]2[C@H](COC[C@@H](O)CN2Cc2cc(F)ccc2F)O1)NCc1ccccc1	6	11	-6	-1.5	-11	0.1	6	-16
COc1cc(Cn2c3ccc(NC(=O)CCc4ccccc4)cc3c(=O)n2C)ccc1F	5	-12	38	1.6	-4	0.3	54*	.
O=C1Nc2c(Cl)cc(Cl)cc2C12Nc1ccccc1S2 (stereo not drawn)	2	-4	-69	-3.1	-4	0.4	-50	.
COc1cccc(C(=O)N2C[C@@H]3[C@H](c4ccccc42)[C@H](CO)N3C(=O)NC(C)C)c1	1	-1	10	-0.9	10	0.3	4	0
COc1ccnc(CSC(N)=Nc2ccccc2C(F)(F)F)c1	-1	9	37	.	-13	0.0	-11	26
Cc1cc(C)c(/C=C2\C(=O)Nc3ccccc32)[nH]1	5	1	20	10*	-1	0.2	-4	3
CC12CCC(C/C1=N\OC(=O)c1c(F)cccc1F)C2(C)C (stereo not drawn)	-1	6	6	-0.5	3	0.0	-1	-5
Cc1ccc(N2C(=O)N(CC(=O)Nc3ccc(C)c(C)c3)C(=O)C2C)cc1 (stereo not drawn)	-2	-10	-11	-0.1	-2	0.1	-5	1
C[C@H]1CN([C@@H](C)CO)S(=O)(=O)c2ccc(C3=CCCCC3)cc2O[C@@H]1CN(C)C(=O)C1CCCCC1	-4	-28	.	-0.7	12	-0.8	4	5
CN1CCN(c2ccc(CNC(=O)C3(C)Cc4c(-c5ccccc5)ccnc4O3)cc2)CC1 (stereo not drawn)	3	45*	-3	2.3	-4	-0.1	4	.
O=C(CSc1nccc(=O)[nH]1)N1N=C2/C(=C/c3ccco3)CCCC2C1c1ccco1 (stereo not drawn)	3	-11	3	4.2	-10	0.0	7	5
COC(=O)c1cc(NC(=O)CN2CCN(C(C)=O)CC2)cc(C(=O)OC)c1	-4	-3	16	-0.6	-1	0.0	3	1
COc1ccc(NC(=O)N(C)C[C@H]2Oc3ccc(NC(=O)Cn4cnnn4)cc3C(=O)N([C@@H](C)CO)C[C@H]2C)cc1	5	17	.	-2.5	-5	0.3	7	-10
Cc1cccc(N(Cc2cc3ccccc3[nH]c2=O)S(=O)(=O)c2ccccc2)c1	0	-8	20	.	7	0.0	17	-10
C[C@@H]1CN([C@@H](C)CO)S(=O)(=O)c2ccc(-c3ccccc3)cc2O[C@@H]1CN(C)Cc1ccncc1	7	-28	.	1.5	-1	-0.4	-4	-2
COc1ccc(CCC(=O)Nc2cnc3ccccc3c2)cc1	1	1	-83	2.3	6	0.1	-62	2
COc1ccccc1C(=O)Nc1cc(C)c(OCC(=O)N2CCOCC2)c(C)c1	6	10	10	-1.8	-8	0.0	.	0
Cc1ccc(S(=O)(=O)Nc2cccc3c2O[C@@H](CN(C)C(=O)Nc2ccccc2)[C@H](C)CN([C@H](C)CO)C3=O)cc1	0	4	-17	-2.4	.	0.0	-2	.
Cn1c(N)c(C(=O)CN2CCN(S(=O)(=O)c3ccccc3C#N)CC2)c(=O)n(C)c1=O	3	5	-12	1.3	13	0.5	9	.
Cc1ccc(C(=O)C2CCN(S(=O)(=O)c3ccc(C(=O)O)cc3)CC2)cc1	3	1	1	-0.6	2	0.0	7	-6
CCS(=O)(=O)Nc1ccc2c(c1)C(=O)N(C)C[C@@H](OC)[C@H](C)CN(C(=O)c1ccc3c(c1)OCO3)[C@H](C)CO2	1	7	.	-2.0	-3	0.5	-6	-3
O=C1C(=O)N2C(=C1C(=O)N1CCCCCC1)c1ccccc1CC21CCCC1	1	-22	-13	-0.9	8	0.1	7	0
O=C(Nc1ccc(Cl)c(Cl)c1)N1CCOCC1	-2	16	11	-0.5	-5	0.2	-10	-3
COc1ccc(OC)c(S(=O)(=O)N2CCC(C(=O)NCCc3ccccc3)CC2)c1	-7	-3	.	-1.0	0	.	-9	1
C[C@H](NC(=O)C[C@H]1CC[C@H](NC(=O)C2CCC2)[C@@H](CO)O1)c1ccccc1	0	12	-2	0.2	3	0.3	-4	12
FC(F)(F)c1cccc(OCc2noc(-c3ccsc3)n2)c1	0	.	8	2.2	-2	0.2	-8	-21
Cc1cc(C)cc(N2C(=O)CN(Cc3ccccc3)C2=S)c1	4	2	6	2.8	17	0.1	11	5

In another format: results already given.
Screens in order – ERp5 inh, GSIS activator, PAX8 reporter, F508del corr, DENV2 CPE rescue, Xi reactivation, EWS-Fli inh, ARNT TACC3 PPI
Cc1cc(C)c(/C=C2\C(=O)Nc3ccccc32)[nH]1
→ 5, 1, 20, 10*, -1, 0.2, -4, 3
CC12CCC(C/C1=N\OC(=O)c1c(F)cccc1F)C2(C)C (stereo not drawn)
→ -1, 6, 6, -0.5, 3, 0.0, -1, -5

Quoted from the listing.
C[C@@H]1CN([C@@H](C)CO)S(=O)(=O)c2ccc(-c3ccccc3)cc2O[C@@H]1CN(C)Cc1ccncc1 in GSIS activator shows -28
O=C(N/C(=C\c1ccc(Cl)cc1)C(=O)N1CCOCC1)c1ccco1 in Xi reactivation shows 0.0
COc1cc(Cn2c3ccc(NC(=O)CCc4ccccc4)cc3c(=O)n2C)ccc1F in GSIS activator shows -12
S=c1[nH]nc(C2CC2c2ccc(Cl)cc2)n1-c1ccc(Cl)cc1 (stereo not drawn) in PAX8 reporter shows 7
FC(F)(F)c1cccc(OCc2noc(-c3ccsc3)n2)c1 in ARNT TACC3 PPI shows -21

(next part)
SMILES	ERp5 inh	GSIS activator	PAX8 reporter	F508del corr	DENV2 CPE rescue	Xi reactivation	EWS-Fli inh	ARNT TACC3 PPI
O=C(CN1CCCCCC1)N/N=C/c1cccc(Cl)c1Cl	.	7	-23	.	.	0.1	.	1
CO[C@@H]1CN(C)C(=O)c2cc(NC(=O)Nc3cccc(F)c3)ccc2OC[C@H](C)N(C(=O)C2CC2)C[C@H]1C	.	-13	2	1.6	.	0.5	3	.
CCOC(=O)Cn1cc(Cn2c3ccccc3c(=O)n2C(C)C)nn1	4	12	21	1.5	19	0.0	-1	.
COc1ccc(-c2nnc(NC(=O)CSc3ccc(Cl)cc3)s2)cc1OC	.	26	2	.	.	0.1	.	-7
COc1ccc(-c2nnc(SCC(=O)N3CCCC3)o2)c(OC)c1	2	6	-96	-0.2	-3	0.0	-48	-9
O=C(NCC1CC1)[C@@H]1[C@@H](CO)[C@@H]2Cn3c(ccc(C4=CCCCC4)c3=O)[C@H]1N2	-5	6	.	-1.0	-3	0.0	-1	3
Cc1cc2c(c(CO)c1CCO)C(=O)[C@@H](C)[C@@H]2O	-1	3	-4	-2.5	6	0.0	-5	-2
NC(=O)C1CCCN(CC(=O)Nc2cc(S(=O)(=O)N3CCOCC3)ccc2N2CCCC2)C1 (stereo not drawn)	-9	16	10	3.1	7	1.1	3	-5
Oc1ccc(C[C@@H]2CNCCN2CCCCC2CCCCC2)cc1	-7	-26	-23	2.6	-15	0.0	24	5
CNC[C@H]1Oc2ccc(NC(=O)Nc3c(C)noc3C)cc2C(=O)N([C@@H](C)CO)C[C@@H]1C	.	17	-6	0.6	.	0.1	-5	.
Cc1ccc(S(=O)(=O)N[C@H]2CC[C@H](CCNC(=O)Cc3ccccn3)O[C@@H]2CO)cc1	6	9	-3	-0.4	2	0.3	3	0
CCC(CC)c1nc(C(N)=O)c2[nH]c(=O)n(-c3ccc(OC)c(OC)c3)c2n1	2	37	3	-1.0	-4	0.2	5	-1
Cc1ccc(OCc2cnc(Cl)s2)c(C)c1	4	-24	-134	0.8	1	0.0	-98	-1
Cc1cc(NC(=O)OC2CCCCC2)ccc1[N+](=O)[O-]	-2	-38	-365	2.0	-4	0.1	-7	-1
Cc1ccccc1OCC(=O)NCCC1=CCCCC1	.	-1	-5	.	.	-0.4	.	-4
CCC(C)N(C)C1CCN(C(=S)Nc2cccc(OC)c2)CC1 (stereo not drawn)	-5	7	-6	1.2	3	-0.1	-4	-2
CCCN(C)C[C@@H]1OCc2cnnn2CCCC(=O)N([C@H](C)CO)C[C@@H]1C	-1	3	2	-0.3	-9	-0.5	1	-10
CC1=NNC(=O)C1CCC(=O)N/N=C/c1ccccc1 (stereo not drawn)	2	-1	1	-1.9	4	0.0	-4	5
CCOC(=O)C1=C(COC(=O)c2cc(OC)c(OC)c(OC)c2)NC(=O)NC1C (stereo not drawn)	7	13	-10	-0.4	2	0.0	3	.
CCSc1ccccc1C(=O)Nc1cc(OC)c(OC)c(OC)c1	0	5	14	2.2	.	0.1	0	28
Cc1cc(N2CCN(C(C(=O)NC3CCCC3)c3ccc(-c4ccccc4)cc3)CC2)c2ccccc2n1 (stereo not drawn)	0	-1	10	3.4	-8	0.0	10	.
O=C(NCc1n[nH]c(=S)n1Cc1ccccc1)c1ccc(Cl)cc1Cl	-2	-2	3	-1.6	-7	0.0	0	1
CC1(C(=O)Nc2ccc(Cl)c(Cl)c2)CCN1C(=O)Cc1cccc2ccccc12 (stereo not drawn)	-7	-18	6	-0.4	16	-0.1	-1	.
CC1=C(C#N)C(=O)NC1(C)O (stereo not drawn)	9	.	-18	-2.5	9	0.2	-5	.
O=C(C[C@@H]1CC[C@@H]2[C@H](COC[C@H](O)CN2C(=O)Nc2cc(Cl)cc(Cl)c2)O1)N1CCOCC1	.	-16	6	-2.4	12	0.3	-7	13

Assay outcomes (PubChem BioAssay)
